Compound activity as filed in PubChem BioAssay.
Statin myotox sup = protects C2C12 myotubes from simvastatin toxicity; rescue of ATP level, % at 7.49 µM; 330,000 compounds, 0.78% hits; ATP luminescence, 48 h; scaled: DMSO 0, geranylgeraniol control 100; AID 602340;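 active = mean ATP rescue above about 67%, or every replicate alone reaching that limit, limit read from the data, passing the limit was not always enough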;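 also: myotubes were challenged with 10 µM simvastatin during compound exposure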
LGR2 inh = blocks bursicon-induced cAMP signaling via Drosophila LGR2; AID 720647; HEK293 LGR2, CRE-luciferase, bursicon-stimulated, 4 h; 380,000 compounds, 0.35% hits; inhibition, % at 9.99 µM;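 active = drop in luminescence signal, shown as inhibition above about 50% in the replicate tests, limit read from the data, passing the limit was not always enough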;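 also: agonist challenge used bursicon conditioned medium at about half maximal strength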
S100A4 MyoIIA = S100A4-myosin IIA interaction inhibition; P26447; S100A4/TAMRA-MyoIIA peptide fluorescence polarization; inhibition, % at 10.7 µM; 360,000 compounds, 0.14% hits; AID 652163;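 active = mean inhibition of at least 70% across replicates, with every replicate also reaching that level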
Target sequence (P26447 whole entry, looked up): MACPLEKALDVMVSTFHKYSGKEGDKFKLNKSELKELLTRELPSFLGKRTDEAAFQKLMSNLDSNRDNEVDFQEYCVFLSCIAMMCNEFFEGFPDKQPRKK
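assay system = human S100A4 monomer with TAMRA-labelled myosin IIA peptide | also added = labelled myosin peptide probe, 5 nM | incubation = 5 min between mix addition and reading | control set = DMSO and TFP controls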
SIRT5 block = sirtuin-5 (human) deacylase inhibition | Purified SirT5, succinyl-peptide AMC, trypsin-coupled fluorescence | inhibition, % at 15 µM | 330,000 compounds, 1.1% hits | AID 652115; in the data active = inhibition above about 15%
Target sequence (Q9NXA8 whole entry, looked up): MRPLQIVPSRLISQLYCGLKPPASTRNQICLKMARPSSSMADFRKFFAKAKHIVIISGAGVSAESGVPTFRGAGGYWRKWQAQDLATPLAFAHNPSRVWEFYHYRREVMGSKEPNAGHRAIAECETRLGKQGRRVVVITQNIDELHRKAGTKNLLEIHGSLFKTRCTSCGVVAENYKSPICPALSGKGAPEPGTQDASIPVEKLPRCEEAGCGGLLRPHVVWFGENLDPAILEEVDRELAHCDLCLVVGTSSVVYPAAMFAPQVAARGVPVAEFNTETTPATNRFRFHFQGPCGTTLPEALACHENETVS
esBAF inh = SWI/SNF esBAF complex inhibition | mouse ES cells, Bmi1-luciferase knock-in reporter, 24 h; 100% = twice the neutral-well signal | reporter increase, % at 12.5 µM | 350,000 compounds, 2% hits; in the data active = activation above about 40%;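 also: 0% = median of the plate's neutral control wells and 100% = double that signal; a rise in the Bmi1 reporter signal indicates esBAF inhibition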
FN deposit inh = fibronectin deposition inhibition; AH1F fibroblasts, Alexa488-fibronectin deposition fluorescence, overnight; inhibition, % at 12.6 µM; 350,000 compounds, 0.086% hits; AID 743247;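 active = mean inhibition across replicates of 30% or more, regardless of how many single replicates reach that level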;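 also: positive control wells lacked labelled fibronectin entirely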
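Test system: AH1F fibroblast monolayer depositing Alexa488-labelled fibronectin into matrix. Input: 10000 cells per well. Technique: fluorescence, ex 485 nm, em 525 nm. Buffer or medium: DMEM plus 2% serum, read in PBS. Timing: 1 h cell adhesion before compound, then overnight fibronectin incubation. Compound: single dose, pinned. Read-out basis: inhibition from reduced deposited-fibronectin fluorescence.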
Casp6 inh = blocks human caspase-6 cleavage activity. P55212. purified caspase-6, Z-VEID-R110 cleavage fluorescence. inhibition, % at 12.5 µM. 350,000 compounds, 0.53% hits. AID 686996;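 active = mean inhibition across replicates at least about 35%, with every replicate also reaching that limit, limit read from the data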;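 also: 0% = median of neutral control wells and 100% = no fluorescence left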
Target sequence (P55212 24-179 limits assumed): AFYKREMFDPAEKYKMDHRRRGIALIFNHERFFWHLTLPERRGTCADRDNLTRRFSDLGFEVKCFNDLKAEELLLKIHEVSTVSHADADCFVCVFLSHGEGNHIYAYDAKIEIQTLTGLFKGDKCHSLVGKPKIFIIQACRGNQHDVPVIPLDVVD
Target sequence (P55212 194-293 limits assumed): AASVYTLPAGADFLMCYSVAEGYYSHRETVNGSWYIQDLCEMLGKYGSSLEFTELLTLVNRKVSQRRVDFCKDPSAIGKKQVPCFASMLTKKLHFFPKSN
* hit, by the source's call; . = no result given; & = joins results of further samples.

Values run as follows: esBAF inh	LGR2 inh	S100A4 MyoIIA	Casp6 inh	Statin myotox sup	FN deposit inh	SIRT5 block
> C[C@H]1CN([C@@H](C)CO)C(=O)c2cc(NC(=O)Nc3ccc(F)cc3)ccc2O[C@H]1CN(C)S(=O)(=O)c1cn(C)cn1
  -9	-5	1	-1	-22	.	1
> COc1ccc(Cc2nnc(NS(=O)(=O)c3ccc(Cl)cc3)s2)cc1OC
  .	-30	-5	13	.	.	1
> CCCNC(=O)CSc1n[nH]c(=O)n1CCc1ccccc1
  -7	-12	-4	-1	-1	0	0
> CCOC(=O)C1=C(COC(=O)/C=C/c2cc(Br)ccc2F)NC(=O)NC1C (stereo not given)
  -1	-1	-6	3	8	1	3
> S=C(NCc1ccc(Cl)cc1)NCc1ccccn1
  -7	5	0	1	-18	6	-5
> CC1Cc2ccccc2N1S(=O)(=O)c1cccc(C(=O)NNC(=O)c2ccccc2F)c1 (stereo not given)
  8	5	10	3	5	5	-4
> O=C(CNS(=O)(=O)c1ccc(F)c(Cl)c1)N1CCCC1
  -2	3	6	0	-4	-2	0
> COc1ccc(S(=O)(=O)N2CCCC2C(=O)Nc2ccc(C(C)=O)cc2)cc1 (stereo not given)
  -2	13	0	2	22	7	2
> CCNCc1cc(Br)c(OCC(=O)Nc2ccccc2)c(OC)c1
  -8	.	.	.	1	-1	.
> CC1(C)CC(=O)C(C=NCCN2CCN(C3CC(=O)N(c4ccc(Br)cc4)C3=O)CC2)=C(O)C1 (stereo not given)
  .	14	15	0	.	1	1
> COc1ccc(NC(=O)CCCc2ccccc2)cc1OC
  65*	-21	2	-2	4	4	.
> CCOC(=O)CSc1nc2c(c(=O)n1-c1ccc(OC)cc1)SCC2
  1	4	-1	1	-3	-1	-3
> O=C(C[C@@H]1C=C[C@H](NC(=O)Nc2cc(F)ccc2F)[C@H](CO)O1)NCCCN1CCOCC1
  5	5	2	-2	8	7	-2
> Cc1ccc(C)c(C(=O)C(C)Sc2nc3nn(-c4ccccc4)c(=O)c-3c3n2CCCCC3)c1 (stereo not given)
  -2	0	1	-8	-6	-15	-5
> S=C(c1ccc2c(c1)OCO2)N1CCOCC1
  -5	-8	4	-5	2	5	-4
> CN1CCN(C(=O)C[C@H]2C=C[C@@H](NS(=O)(=O)c3cccc(F)c3)[C@@H](CO)O2)CC1
  -5	14	-4	-2	2	-7	2
> CCC(=O)Nc1ccc(C(=O)Nc2c[nH]c(=O)[nH]c2=O)cc1
  1	1	1	-2	3	6	0
> Cc1ccc(C(=O)NC(=S)Nc2ccccc2C)cc1
  69*	-113	1	-1	-9	10	0
> Cc1noc(C)c1NC(=O)N(C)C[C@H]1OCCCC[C@@H](C)Oc2ccc(NS(=O)(=O)c3c(C)noc3C)cc2C(=O)N([C@@H](C)CO)C[C@H]1C
  5	8	-6	1	16	.	-3
> Fc1cccc(-c2n[nH]c(=S)n2-c2ccccc2)c1
  -3	-5	5	-4	8	5	.
> COc1ccccc1-c1noc2ncnc(Nc3cccc(C)c3C)c12
  1	13	3	-1	-2	1	.
> Cn1ccsc1=NC(=O)c1ccc(S(=O)(=O)C(F)F)cc1
  58*	-15	-7	-2	-18	-1	-3
> CCSc1nnc(NC(=O)[C@H](C)N2C(=O)C3CC=CCC3C2=O)s1 (stereo not given in full)
  1	6	-3	-1	0	1	2
> COc1ccc(C2N(c3ccccc3)C(=O)C2(F)F)cc1OC (stereo not given)
  -2	0	36	0	0	-5	-2
> CCN(CC)S(=O)(=O)c1cc(NC(=O)c2ccccc2OCc2c(C)noc2C)ccc1C
  2	12	-10	-1	-19	4	-3
> COc1ccc(S(=O)(=O)N(CC(=O)N2CCOCC2)c2ccc(F)cc2)cc1OC
  5	4	-1	0	-20	6	-3
> CCOC(=O)C1=C(N)N2C(=O)C(C)SC2=C(C(=O)OCC)C1c1ccc(O)cc1 (stereo not given)
  .	5	-11	3	.	-6	0
> Cc1cc(C(=O)CN2C(=O)NC3(CCC(C)CC3)C2=O)c(C)n1C (stereo not given)
  -11	2	-1	-4	2	13	2
> Cc1cc(C(=O)COC(=O)c2cccnc2Cl)c(C)n1CC1CCCO1 (stereo not given)
  .	.	-3	12	.	.	-4
> CN1CCN(C(=O)C[C@H]2CC[C@H]3[C@@H](COc4ccc(NC(=O)C5CC5)cc4C(=O)N3C)O2)CC1
  -2	6	1	-1	-21	.	-5
> COc1ccc(OCCOC(=O)c2cccs2)cc1
  50*	.	.	.	8	-8	.
> C[C@H](CO)N1C[C@H](C)[C@@H](CN(C)Cc2ccccc2)Oc2ncc(C#CCN(C)C)cc2C1=O
  -5	1	1	1	2	-3	.
> CCS(=O)(=O)N1CCCCN2[C@H](CO)[C@H](c3ccc(-c4ccccc4C)cc3)[C@H]2C1
  .	-4	-30	-1	.	.	0
> N#Cc1cccc(-c2ccc([C@H]3[C@@H](CO)N4CCCCN(Cc5ccccc5F)C[C@@H]34)cc2)c1
  2	7	-17	-1	6	9	1
> COc1ccc(S(=O)(=O)Nc2ccc3c(c2)C(=O)N([C@@H](C)CO)C[C@@H](C)[C@@H](CN(C)S(=O)(=O)c2ccc(C)cc2)OCCCC[C@H](C)O3)cc1
  -2	-3	-9	-2	.	-33	8
> Cc1cc(Br)ccc1NC(=O)c1ccc(-n2cncn2)c([N+](=O)[O-])c1
  .	-12	-4	0	-40	-5	-3
> CC(C)(C)S(=O)(=O)c1cnc(-c2cnccn2)nc1N
  .	-24	-1	2	.	0	.
> CSc1ccc(CN2CCC(CO)(Cc3ccc(Cl)cc3)CC2)cc1
  -18	12	3	2	-12	0	-1
> Cc1cccn2c(=O)nc(SCC(=O)NCc3ccc(F)cc3)nc12
  6	10	63	-1	1	-9	-10
> COc1ccc(NC(=O)c2oc3ccccc3c2NC(=O)c2ccco2)cc1
  26	-7	3	0	17	.	-2
> COc1ccc(/C=N/n2cnc3c([nH]c4ccc(C)cc43)c2=O)cc1CN1CCCC1
  17	6	-9	-5	-17	0	-5
> COc1ccc(NC(=O)CN2CCCN(S(=O)(=O)c3ccc(F)cc3)CC2)cc1
  -7	-8	1	-1	-5	.	2
> COc1ccc(/C=C/C(=O)NC(=S)NCCc2ccc(OC)c(OC)c2)cc1
  9	1&14	-3&0	-1&0	-10	.	-1
> COc1ccc(S(=O)(=O)Nc2ccc3c(c2)C(=O)N([C@H](C)CO)C[C@@H](C)[C@H](CN(C)CC2CC2)OCCCC[C@@H](C)O3)cc1
  .	-24	2	-6	.	.	-1
> Cc1cc(=O)oc2c(C)c(OCC(=O)NCCCn3ccnc3)ccc12
  1	2	0	2	0	5	-3
> COc1cc(CNc2nc3ccccc3s2)cc(OC)c1OC
  8	-3	0	-1	6	6	-3
> CCOc1cc(C(=O)Nc2ccc([N+](=O)[O-])cn2)cc(OCC)c1OCC
  .	4	-7	-2	.	4	3
> COc1ccc(S(=O)(=O)N(C)C[C@H]2Oc3ccc(NS(=O)(=O)c4c(C)noc4C)cc3CC(=O)N([C@@H](C)CO)C[C@H]2C)cc1
  0	-6	0	.	-12	.	11
> O=C(C[C@H]1C[C@@H]2c3cc(NC(=O)NC4CCCCC4)ccc3O[C@@H]2[C@H](CO)O1)NCc1cccnc1
  -2	-5	56	1	3	.	6
> Cc1snc2sc(C(=O)c3ccc(F)cc3)c(N)c12
  38	-29	-2	0	10	11	4
> Cc1ccc(S(=O)(=O)Nc2nc3ccccc3nc2Nc2cccc(S(=O)(=O)N3CCCC3)c2)cc1
  .	3	-2	-2	.	-14	0
> CCCCOc1ccc(/C=C/C(=O)NCCc2nc3ccccc3[nH]2)cc1
  -4	-3	-9	-2	-42	.	2
> O=S(=O)(c1cccs1)N1CCN(CC(O)COc2cc(Cl)ccc2Cl)CC1 (stereo not given)
  .	15	1	-2	.	-1	2
> Nc1ccc(N2N=C(N3CCCC3)CC2=O)cc1
  3	.	-5	-2	1	-11	.
> CCOc1ccc(Cn2nnc(C(=O)Nc3cc(OC)cc(OC)c3)c2N)cc1
  -28	-12	5	-1	-1	6	.
> Cc1nn(-c2cccc(Cl)c2)c(Cl)c1/C=N/NC(=O)c1cccs1
  .	-35	0	3	.	-2	.
> C=CCOc1ccc(/C=N/NC(=O)CC(=O)NC2CCCCC2)cc1
  -7	2	-2	0	5	5	.
> O=C(Nc1nccs1)c1ccc(-c2ccc(F)c(Cl)c2)o1
  57*	-59	1	3	-9	-2	1
> CN(C(=O)c1cnc2n(c1=O)CCS2)C1CCCCC1
  2	-2	-4	-3	6	-4	-4
> Cn1c(NNC(=O)c2ccccc2F)cc(=O)n(C)c1=O
  5	5	0	29	1	-5	-1

The list continues:
Values run as follows: esBAF inh	LGR2 inh	S100A4 MyoIIA	Casp6 inh	Statin myotox sup	FN deposit inh	SIRT5 block
> O=C(NCc1ccccc1OC(F)(F)F)C1CCC(=O)N(C2CC2)C1 (stereo not given)
  .	4	-3	3	.	6	-4
> C[C@@H]1CN([C@@H](C)CO)C(=O)c2cc(N(C)C)ccc2O[C@H]1CN(C)C(=O)NC1CCCCC1
  0	18	4	0	14	.	-9
> Cc1sc2ncnc(SCC(=O)N3CCCC(C(F)(F)F)C3)c2c1C (stereo not given)
  .	-6	-5	0	.	2	1
> CC(C)(C)n1ncc2c(=O)n(Cc3ccc(Cl)cc3)cnc21
  .	-15	2	-1	.	10	-3
> CSc1cccc(NC(=O)CCCn2c(=O)c3cccn3c3cccnc32)c1
  5	-7	7	6	1	8	-1
> O=C(NC12CC3CC(CC(C3)C1)C2)c1cncc(Br)c1
  8	7	-6	0	7	5	-2
> COc1ccc(C(=O)c2ccccc2)cc1CN1CCOCC1
  3	-6	1	-2	1	2	.
> O=C(c1ccccc1)N1CCCN(c2nccc(C(F)(F)F)n2)CC1
  -2	7	-3	7	4	-6	-5
> Cc1ccc(S(=O)(=O)NCC2CCC(C(=O)NCc3cccnc3)CC2)cc1 (stereo not given)
  .	-40	4	3	.	2	-5
> Cc1c(OCC(=O)NC(Cc2ccc(Cl)cc2)C(=O)O)ccc2c(-c3ccccc3)cc(=O)oc12 (stereo not given)
  3	32	-2	11	-5	.	.
> Cc1nc(-c2ccccc2)nc2n[nH]c(N)c12
  10	-5	3	-1	-6	-2	0
> Cc1cc(NC(=S)NC(=O)C2CC2)ccc1Br
  64*	-48	.	.	-36	6	.
> CCCc1ccc(C(=O)[C@@H]2[C@@H](C(C)=O)N3c4ccc(F)cc4C=C[C@@H]3[C@@]23C(=O)Nc2ccccc23)cc1
  -1	-3	-1	-1	-5	3	-1
> CC(=O)Nc1ccc(S(=O)(=O)Nc2nc(-c3ccc(C(C)(C)C)cc3)cs2)cc1
  2	1	.	.	7	1	.
> CC(=O)c1cn(Cc2ccccc2)c(=O)n(Cc2ccc(F)cc2)c1=O
  .	31	7	-4	.	4	-1
> COc1cccc(-c2ccc3n(c2=O)C[C@@H]2[C@@H](CO)[C@H](C(=O)NC4CCC4)[C@H]3N2C)c1
  2	-17	2	-1	4	.	-11
> CCOC(=O)c1cccnc1NC(=O)c1ccccc1
  -8	9	0	-2	6	-1	1

Not all compounds are listed; rates above refer to the full screens.
